# KCNH2 WT inh: blocks the wildtype human KCNH2 potassium channel; activity change, % at 1.84 µM; U2OS, BacMam KCNH2, thallium flux FluxOr; active compounds read low; Q12809; 340,000 tested, 0.37% active; AID 720551;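 active = maximum activity change below -70%; inconclusive = maximum activity change between -70% and -50%; inactive = maximum activity change above -50%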; note: % is set by controls: 0 for no effect and ±100 for the full control effect
#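 U2OS cells transduced with wild-type KCNH2 virus are loaded with FluxOr dye for 45 min, and thallium flux is measured in kinetic reads before and after stimulation buffer. Rate constants are normalized to DMSO controls.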
# KCNH2 3.1 block: inhibitors of human KCNH2 3.1 potassium channel isoform | U2OS KCNH2 3.1, thallium flux FluxOr; active compounds read low | activity change, % (tested at about 1.8 µM) | 340,000 tested, 0.95% active;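 active = maximum activity change below -70%; inconclusive = maximum activity change from -70% to -50%; inactive = maximum activity change above -50%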;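 note: thallium influx rate constant from kinetic fluorescence after stimulation buffer; % is set by controls: 0 for no effect and ±100 for the full control effect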
#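 Normalized rate constant (relative to positive and negative DMSO controls) derived from a 2 min kinetic fluorescence read after stimulation; U2OS cells expressing the 3.1 isoform via virus at 1.77 x 10^8 /mL.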
# GALK inhibitor: galactokinase (human) inhibition. P51570. Purified GALK, Kinase-Glo residual ATP luminescence. Potency, µM (series often up to 57.5 µM), inactives show at the highest dose activity change, negative = inhibition, most hits filed as inhibitors. 270,000 tested, 0.007% active; note: potency is the fitted concentration of half-maximal effect; % is set by controls: 0 for no effect and ±100 for the full control effect
#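 Compounds were pin-transferred into ATP buffer (35 uM final), then GALK plus galactose (5 nM, 100 uM final) was added. After 1 h at room temperature, Kinase-Glo Plus was added and luminescence read after 10 min.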
# Giardia kill: Giardia lamblia killing | AID 540267 | Giardia lamblia trophozoite viability | activity change, % at 7.66 µM, hits read low | 340,000 tested, 0.15% active; in the data active = activity change below about -80%; inconclusive = between about -30% and that limit;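 note: parasites exposed to compound for two days anaerobically before the ATP read; % is set by controls: 0 for no effect and ±100 for the full control effect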
#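 Trophozoites 100 cells/well + cpd; 48 hrs, 37 deg C, anaerobic. ATPLite 1-Step added, 15-30 min RT, luminescence read (ATP-based viability).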
# USP2a block: blocks human ubiquitin-specific protease USP2a; USP2 core, Ub-CHOP2 coupled fluorogenic reporter, 485/531; 330,000 tested, 0.01% active; AID 463254; Potency, µM (series often up to 38.3 µM), for the others: at the highest dose activity change, negative = inhibition, usual class: inhibitors;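 note: potency is the fitted concentration of half-maximal effect; plate controls were DMSO wells for no effect and full inhibition by NEM control for full effect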
#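 Cell-free coupled assay: 10nM USP2 core preincubated 30min RT with compound in Tris-HCl pH 8.0/CaCl2/CHAPS buffer, then 25nM Ub-CHOP2 and 25nM reporter substrate; fluorescence (Ex 485/Em 531) read after 60min RT, normalized to NEM inhibition, concentration-response curves fitted.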
# CXXC DNA block: inhibitors of human MLL CXXC domain-DNA interaction. 290,000 tested, 0.037% active. MLL-CXXC / FITC-HOXA9 DNA fluorescence polarization. Potency, µM (highest dose often 115 µM), for inactives: top-dose activity change, negative = inhibition, most hits filed as inhibitors. Q03164; active = well fitted inhibition curve with a large enough effect in the polarisation, with a control signal flat, not every such curve was filed as active; inconclusive = small, poorly fitted or top-dose-only effect, or effect the other way, or a change in a side signal; inactive = no such curve, though single readings can be large or run the other way; the % refers to the polarisation; note: potency is the fitted concentration of half-maximal effect
#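 Purified MLL-CXXC (added from a 7 uM solution) was preincubated 5 min at ambient with pinned compounds in 50 mM Tris-HCl pH 7.5, 50 mM NaCl, 1 mM DTT, 0.05% BSA. Fluorescein-labeled HOX-A9 DNA (50 nM solution) followed, 30 min, then polarization read.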
# TRPV1 ag: human TRPV1 agonism | Q8NER1 | TRPV1-expressing cells, Fluo-8 calcium influx, agonist mode | activation, % at 8.33 µM | 320,000 tested, 0.19% active | AID 540275; in the data active = activation above about 80%; inconclusive = between about 30% and that limit; note: 0% is about no effect
# Target sequence (Q8NER1 whole entry, looked up): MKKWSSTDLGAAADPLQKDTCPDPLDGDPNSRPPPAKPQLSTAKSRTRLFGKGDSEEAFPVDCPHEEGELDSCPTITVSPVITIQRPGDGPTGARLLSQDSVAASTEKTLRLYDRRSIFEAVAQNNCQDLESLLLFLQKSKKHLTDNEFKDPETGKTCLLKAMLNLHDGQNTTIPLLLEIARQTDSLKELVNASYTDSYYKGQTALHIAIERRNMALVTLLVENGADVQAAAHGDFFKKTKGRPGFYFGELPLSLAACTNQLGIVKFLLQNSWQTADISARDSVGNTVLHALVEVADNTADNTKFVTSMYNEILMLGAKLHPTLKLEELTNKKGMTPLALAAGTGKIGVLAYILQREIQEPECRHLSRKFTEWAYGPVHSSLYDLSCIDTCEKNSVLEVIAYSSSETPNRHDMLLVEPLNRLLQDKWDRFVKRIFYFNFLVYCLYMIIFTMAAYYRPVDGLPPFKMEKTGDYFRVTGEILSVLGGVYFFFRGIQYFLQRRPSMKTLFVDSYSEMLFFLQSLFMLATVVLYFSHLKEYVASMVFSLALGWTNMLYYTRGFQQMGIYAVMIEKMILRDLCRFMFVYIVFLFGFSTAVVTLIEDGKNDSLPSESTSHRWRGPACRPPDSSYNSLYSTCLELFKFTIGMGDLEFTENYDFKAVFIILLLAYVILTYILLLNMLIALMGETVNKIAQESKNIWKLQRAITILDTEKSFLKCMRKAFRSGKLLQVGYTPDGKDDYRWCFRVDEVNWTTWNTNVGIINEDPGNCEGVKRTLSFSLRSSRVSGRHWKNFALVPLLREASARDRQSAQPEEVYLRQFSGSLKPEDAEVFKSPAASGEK
#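 TRPV1-expressing cells were cultured overnight at 35.5C and loaded with Fluo-8 calcium dye for 40 to 90 min at room temperature. After a 10 s baseline, compound was added and calcium influx was read kinetically for 3 min (ex 480/em 520 nm).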
# PKM2 activator: increases activity of human pyruvate kinase M2 | P14618 | purified PKM2, Kinase-Glo ATP luminescence, activation; response scale: 0% is enzyme alone, no compound | Potency, µM (titrated, usually from 57.5 µM), for the others: at the highest dose activation, hits mostly activators | 260,000 tested, 0.34% active; note: potency is the fitted concentration of half-maximal effect; % is set by controls: 0 for no effect and ±100 for the full control effect; nearly all actives have a fitted effect of over 55% in size
#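 Purified hPK-M2 (>95%) run at intermediate activity with 0.1 mM ADP and 0.5 mM PEP in 50 mM imidazole pH 7.2, KCl, MgCl2; 1 h room temperature. ATP formed read by Kinase-Glo luminescence; normalized to uninhibited and no-enzyme controls.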
# Menin MLL FP TR: displaces Texas Red mutant MLL peptide from human menin; O00255; Menin + Texas Red MLL mutant peptide, fluorescence polarization; Potency, µM (titrated, usually from 61.6 µM), without a hit: at the highest dose FP activity change, negative = inhibition, usual class: inhibitors; 270,000 tested, 0.23% active; AID 1768; active = well fitted inhibition curve with a large enough effect in the polarisation, with a control signal flat, not every such curve was filed as active; inconclusive = small, poorly fitted or top-dose-only effect, or effect the other way, or a change in a side signal; inactive = no such curve, though single readings can be large or run the other way; the % refers to the polarisation; note: potency is the fitted concentration of half-maximal effect; % of control where 0% means no effect; many of its hits are not listed in these tables
# B2AR arrestin: beta2AR (human) beta-arrestin recruitment activity; P07550; beta-arrestin recruitment to beta2AR, cell-based reporter; Potency, µM (highest dose often 46.1 µM), for the others: at the top dose activation, actives largely listed as activators; 330,000 tested, 0.02% active;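 note: potency is the fitted concentration of half-maximal effect; 0% = DMSO controls and full agonism = EC100 isoproterenol or metaproterenol; nearly all actives have a fitted effect of over 65% in size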
# FBPA coupling cs: inhibits coupling enzyme system, counter-screen for aldolase hits. activity change, negative = inhibition, % at 58.2 µM, hits read low. AID 2472. coupling enzyme system counterscreen, AmpLite Red fluorescence. 290,000 tested, 0.67% active; in the data active = activity change below about -30%; note: % is set by controls: 0 for no effect and ±100 for the full control effect
#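 First, compound is pin-transferred into glyceraldehyde-3-phosphate coupling-enzyme reagent at 57.5 uM final and held 10 min at RT. Next, substrate, coupling system and AmpLite Red are added. After 20 min RT, fluorescence (525/598 nm) is read.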
# Starred values were filed as active, the others as inactive; i = inactive; ? = inconclusive; · = not tested or not shown; [ ] = remark or other dose. Unless noted, calls come from the whole dose curve; as a rule, active = well fitted curve in the direction sought with a large enough effect; inconclusive = small, poorly fitted or top-dose-only effect, or another doubt; inactive = no such curve, though single readings can be large; an effect the other way counts as inactive or inconclusive. A portion of the library (hit frequency here may not be typical).
# Each structure is followed by: KCNH2 WT inh, KCNH2 3.1 block, GALK inhibitor, Giardia kill, USP2a block, CXXC DNA block, TRPV1 ag, PKM2 activator, Menin MLL FP TR, B2AR arrestin, FBPA coupling cs
O=C1CC(c2ccccc2F)C2=C(COC2=O)N1 (stereo not given)
→ -2, -14, 1%, 7, 2%, 0%, -5, -1%, -13%, 0.5%, 2
CS(=O)(=O)Nc1ccc(C(=O)NC2CCCC2)cc1
→ 1, 1, 1%, -1, 0%, -7%, -4, 7%, -25%, -0.1%, 6
Clc1ccc2c(NCc3cccs3)ncnc2c1
→ 3, 4, -4%, 6, 4%, -5%, 20, ·, 16%, 0.4%, -3
CCCOc1ccc(-c2cnc(SCC(N)=O)nc2N)cc1
→ 3, 6, -2%, -4, 1%, -2%, ?, -12%, -2%, 0.3%, 0
COc1ccc(CNC(=O)[C@H](C)NC(=O)C2CC(=O)N(c3ccc(OC)cc3)C2)cc1 (stereo not given in full)
→ 17, -20, 7%, 5, 0%, 0%, -1, ·, -9%, 0.0%, 0
CCc1ccc(-c2nn(Cc3ccccc3)cc2/C=C/C(=O)O)cc1
→ 11, 14, -3%, -12, 1%, -27%, 2, 2%, ·, 0.1%, -1
CNC(=O)c1oc(-c2ccc(Cl)cc2)nc1C
→ ·, 10, -1%, -28, 2%, -6%, 20, -1%, -8%, 0.0%, 4
CCCCOc1cccc(C(=O)O)c1
→ 1, -2, 0%, -25, 2%, -5%, 3, -1%, -3%, 0.2%, 4
CC(C(=O)c1ccccc1)n1cnc2ccccc2c1=O (stereo not given)
→ -4, -5, -1%, -17, 1%, 11%, 6, 5%, 12%, 0.3%, 4
COc1ccc(/C=C/C(=O)c2c(O)c(OC)c3occc3c2OC)cc1
→ ·, -13, -4%, 6, -1%, -13%, 4, 0%, -17%, -0.3%, -2
CCOC1(NC(=O)c2ccccc2)C(C)=CC(=O)C=C1C
→ 1, 5, -2%, 7, 1%, -4%, 5, 5%, 11%, -0.4%, 12
Cc1cc(C)cc(C(=O)NCC(=O)N2CCN(C(c3ccccc3)c3ccccc3)CC2)c1
→ 2, -9, 0%, 5, 3%, -12%, ?, ·, -15%, -0.1%, 7
CCC(=O)Nc1nc(CC(=O)Nc2ccccc2)cs1
→ -1, 4, 2%, 9, 3%, 1%, 1, -1%, 35%[activator], 0.6%, 0
COc1cccc(NC(=O)CSc2nnc(-c3cc(-c4ccccn4)nc4ccccc34)o2)c1
→ 1, 1, 2%, -5, 1%, 27%, 6, -10%, 5%, -0.1%, 9
CCNS(=O)(=O)c1cc(S(C)(=O)=O)ccc1Cl
→ 2, -1, 0%, -13, -2%, 3%, 2, 1%, 0%, -1.7%, 3
CCN(CC)C1CC(=O)N(c2cccc(C)c2)C1=O (stereo not given)
→ ·, ·, -1%, ·, 0%, 1%, 1, 10%, 1%, 1.5%, 4
Cc1nn(C(=O)CNC(=O)c2ccccc2)c(C)c1C
→ -6, 0, 0%, 1, 0%, 3%, 10, -3%, -5%, -0.2%, 3
CCSc1nc(NCCN(C)C)c2c3c(sc2n1)COC(C)(CC)C3 (stereo not given)
→ -7, 7, -3%, 49[activator], 0%, 0%, ·, 4%, ·, -1.0%, 0
CCN1C[C@@H]2[C@@H]3C(=O)N(Cc4ccccc4)C(=O)[C@@H]3[C@](Cc3ccccc3)(C(=O)OC)N2C1=NC1CCCCC1
→ -1, -9, ·, -17, 1%, ·, ·, ·, ·, 0.1%, ·
O=c1ccn(Cc2ccccc2)cc1
→ ·, ·, -2%, -16, 7%, 6%, -2, -2%, ·, 0.5%, 3
O=C(Nc1ccc(S(=O)(=O)NC2=NCCCCC2)cc1)c1cccs1
→ -7, 4, ·, -16, 0%, ·, ·, ·, ·, 0.3%, ·
C=CCNc1nnc(SC2CC(=O)N(c3ccc(OC)cc3)C2=O)s1 (stereo not given)
→ 22, -2, 3%, -10, 3%, 3%, -4, 0%, 11%, 0.0%, 1
Cc1ccc(NC(=O)CCS(=O)(=O)c2ccc(Br)cc2)nc1
→ -5, -5, 2%, 6, 1%, 3%, 0, 0%, 7%, -0.2%, 0
Cc1nc2c(oc3ccc(Cl)cc32)c(=O)[nH]1
→ -15, -4, 4%, 4, 2%, -10%, 5, 3%, ·, -0.7%, 1
COC(=O)CC/C(C)=N\Nc1ccc([N+](=O)[O-])cc1[N+](=O)[O-]
→ 10, 17, 1%, 6, -3%, -11%, 1, -1%, -4%, -0.3%, 2
CC1(C)CC(=O)C2=C(C1)N(Cc1ccco1)C(=O)C2(O)C(F)(F)F (stereo not given)
→ 4, -12, -1%, -10, 1%, -1%, -4, 1%, -6%, 0.1%, 0
CCC(C)NC(=O)CC(NS(=O)(=O)c1ccc(C)cc1)c1ccc(OC)cc1 (stereo not given)
→ -1, -5, ·, 10, 6%, -3%, 2, 9%, -1%, -1.7%, -1
Cc1ccc(-c2nc3ncccc3o2)cc1NC(=O)Cc1ccc(Cl)cc1
→ 3, -1, -1%, 6, -1%, -4%, -3, -15%, 7%, 0.1%, 0
CCOc1ccc(S(=O)(=O)NCC2CCCO2)cc1 (stereo not given)
→ 6, 3, -2%, -4, 3%, 3%, -2, -2%, -6%, 0.1%, -1
CSCCC(NC(=O)COc1ccccc1)C(=O)OC(C)C(=O)Nc1ccccc1C (stereo not given)
→ 6, 5, ·, -12, -5%, ·, 9, ·, ·, -0.3%, ·
CCOC(=O)C1Oc2ccccc2C(c2ccc(F)cc2)=C1C(=O)OC (stereo not given)
→ 7, 1, ·, -8, -1%, ·, ·, ·, 1%[94.6 µM], -0.3%, 3
CCC1CCCCN1C(=O)Cn1c(C(=O)OC)cc2ccsc21 (stereo not given)
→ -13, -11, 1%, -14, 1%, 2%, -1, -2%, -19%, 0.1%, 3
Cc1nn(Cc2ccc(C(=O)O)o2)c(C)c1[N+](=O)[O-]
→ -3, -7, 1%, 25, 2%, 1%, 0, -7%, 20%, -0.3%, -2
O=C(NCC1CCCO1)c1ccc2c(c1)OCO2 (stereo not given)
→ -2, 5, 7%, 2, 0%, -3%, 2, 1%, -4%, -0.3%, -2
C=CCn1cc(CN2CCC(C(=O)Nc3cccc(-c4cccc(F)c4)c3)CC2)c(C)n1
→ -6, -49, -5%, -1, 1%, -3%, 10, 0%, ·, -0.5%, ·
O=C(Cn1ncc2c(=O)oc3ccccc3c21)NCc1cccnc1
→ i, -5, -4%, -13, 1%, -1%, 2, 3%, -21%, 0.0%, 2
Cn1nnc(NC(=S)NC(=O)c2cccc3c(Br)cccc23)n1
→ -18, 39, -4%, 11, 4%, 18%, -2, ·, 14%, -0.2%, -1
O=C(NC1CC2CCCC(C1)N2C(=O)NC1CCCCC1)c1ccccc1 (stereo not given)
→ 3, 10, -2%, -21, -1%, 7%, -3, -3%, -12%, -0.2%, 0
CCN(CC)CCCOC(=O)C1(c2ccccc2)CCCC1
→ 5, -30, 0%, -5, 2%, 1%, 2, 6%, -12%, -0.1%, -10
COc1ccc(-c2csc(NC(=O)c3cccc(N4C(=O)CCC4=O)c3)n2)cc1OC
→ 0, 13, ·, -14, 2%, ·, -2, ·, ·, 0.4%, ·
Nc1cc(N)nc(SCC(=O)Nc2ccccc2)n1
→ -1, 2, -2%, -4, 0%, 4%, 1, 1%, -5%, -0.7%, -2
O=C(NCC1CCCN(Cc2ccccc2F)C1)c1cccc(C(F)(F)F)c1 (stereo not given)
→ 20, 4, 0%, 2, -1%, -3%, 18, 0%, -2%, -0.9%, 4
Cc1nn(Cc2ccc([N+](=O)[O-])cc2)c(=O)n1-c1c(F)cccc1F
→ -1, 15, 0%, -9, 0%, 1%, -2, 13%, -19%, 0.0%, 1
O=C(c1cc(F)ccc1F)C1CCCN(C(=O)c2ccco2)C1 (stereo not given)
→ -4, 28, 0%, 3, -1%, -2%, 12, 1%, -1%, -1.2%, 2
Cc1ccc(-c2cc3cccc[n+]3cc2-c2ccc(C)cc2)cc1
→ -12, -20, 3%, 53[activator], 2%, 7%, 6, -17%, ?, -0.1%, -1
Cc1c(Cl)cccc1NC(=S)NCc1cccn1C
→ 1, -3, 1%, 12, -1%, 13%, 23, 9%, 0%, -1.3%, 1
CCOC(=O)CSc1nc(N)cc(=O)[nH]1
→ 1, 0, 0%, -24, 0%, 4%, 1, -2%, -8%, 0.5%, 3
Cc1ccc(NC(=O)CN(C)C(=O)COC(=O)C2=COCCO2)cc1
→ 2, -1, ·, -1, 0%, ·, -1, ·, ·, 0.1%, ·
CCOC(=O)c1[nH]c(C(=O)O)c(OC(=O)CC)c1C
→ 4, 13, 8%, 1, 4%, 1%, -1, -5%, 2%, 0.4%, 0

# Assay outcomes as filed in PubChem BioAssay.
